Bioassay records deposited in PubChem by several laboratories.
Rin1 Abl inh: human Rin1-Abl interaction inhibition | inhibition, % at 7.35 µM | P00519+Q13671 | 0.4% of 360,000 active | AID 588664 | TR-FRET Rin1/Abl binding, biochemical; in the data active means inhibition above about 5%, passing the limit was not always enough
PABP1 MLLE inh: blocks PAM2 peptide binding to the PABP1 MLLE domain | P11940 | GST-MLLE / FITC-PAM2 fluorescence polarization | inhibition, % at 20 µM | 0.36% of 360,000 active; in the data active means inhibition above about 35%, passing the limit was not always enough;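 further: plate controls were DMSO wells with GST-MLLE for no effect and wells lacking GST-MLLE protein for full effect; some results filed as inactive read as strong as hits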
Target sequence (P11940 whole entry, looked up, the tested form may be a part): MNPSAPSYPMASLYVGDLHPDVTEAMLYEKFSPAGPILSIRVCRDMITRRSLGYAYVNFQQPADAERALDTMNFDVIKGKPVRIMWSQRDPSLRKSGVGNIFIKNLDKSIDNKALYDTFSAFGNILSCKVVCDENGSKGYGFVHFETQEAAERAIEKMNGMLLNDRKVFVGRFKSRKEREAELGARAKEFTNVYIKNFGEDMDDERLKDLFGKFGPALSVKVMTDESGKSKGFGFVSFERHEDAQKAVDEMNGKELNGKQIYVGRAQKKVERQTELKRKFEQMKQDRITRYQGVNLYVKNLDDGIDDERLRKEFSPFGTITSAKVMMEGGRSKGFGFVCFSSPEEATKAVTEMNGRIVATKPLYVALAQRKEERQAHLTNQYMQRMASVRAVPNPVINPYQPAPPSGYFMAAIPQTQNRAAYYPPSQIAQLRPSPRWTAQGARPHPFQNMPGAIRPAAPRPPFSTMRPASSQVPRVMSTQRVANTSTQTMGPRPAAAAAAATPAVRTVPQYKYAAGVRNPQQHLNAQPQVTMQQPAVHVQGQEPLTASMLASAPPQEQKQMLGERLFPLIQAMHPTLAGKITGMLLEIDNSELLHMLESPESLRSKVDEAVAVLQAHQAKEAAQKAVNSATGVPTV
eLon inh: inhibits E. coli Lon protease; purified E. coli Lon protease, fluorescence polarization; inhibition, % at 7.94 µM; 0.42% of 360,000 active; in the data active means inhibition above about 13%, passing the limit was not always enough;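 further: 0% = enzyme with probe and DMSO and 100% = no enzyme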
Neddylation inh: blocks human cullin neddylation; P61081+Q13564; TR-FRET cullin neddylation, biochemical; calls only at 25 µM; 0.58% of 360,000 active; AID 651699; in the data active means inhibition above about 36%
MsrA inhibitor: inhibitors of bovine MsrA; purified bovine MsrA, absorbance read-out; inhibition, % at 15.5 µM; 0.75% of 360,000 active; AID 651718; in the data active means inhibition above about 4.5%;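 further: 0% = vehicle wells with enzyme and 100% = reference inhibitor wells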
TbMetRS inhib: Trypanosoma brucei MetRS inhibition; inhibition, % at 11.9 µM; purified T. brucei MetRS, ATP depletion, Kinase-Glo luminescence; 0.4% of 360,000 active; AID 624268;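 active means inhibition above a per-plate cutoff of the control wells' mean inhibition plus 3 SD, cut at about 5.5% in these data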;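 further: 0% = DMSO wells median and 100% = median of wells with control inhibitor compound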
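System: purified T. brucei MetRS enzyme / Detection: Kinase-Glo luciferase luminescence reporting remaining unconsumed ATP / Medium: HEPES buffer with MgCl2, KCl, DTT, spermine, BSA, pyrophosphatase / Replication: singlicate, one well per compound / Evaluation: percent inhibition relative to median high and low control wells / Schedule: 2 h aminoacylation at 25 °C after 15 min preincubation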
MsrA act: activators of bovine methionine sulfoxide reductase A; purified bovine MsrA, absorbance read-out; 0.3% of 360,000 active; AID 602163; activation, % at 10.6 µM; in the data active means activation above about 7.5%;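 further: 0% = vehicle and 100% = reference activator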
CSN deneddyl inh: inhibitors of human CSN-mediated cullin deneddylation. Q92905. Purified CSN, SCF-Nedd8-OG deneddylation, fluorescence polarization. inhibition, % at 12.5 µM. 0.38% of 360,000 active;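 active means pattern-corrected inhibition above about 35%, with an unprinted fluorescence ratio check between 0.5 and 1.5, limit read from the data, passing the limit was not always enough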;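 further: 0% = enzyme with substrate and 100% = substrate without enzyme; some results filed as inactive read as strong as hits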
Target sequence (Q92905 whole entry, looked up, one chain of several): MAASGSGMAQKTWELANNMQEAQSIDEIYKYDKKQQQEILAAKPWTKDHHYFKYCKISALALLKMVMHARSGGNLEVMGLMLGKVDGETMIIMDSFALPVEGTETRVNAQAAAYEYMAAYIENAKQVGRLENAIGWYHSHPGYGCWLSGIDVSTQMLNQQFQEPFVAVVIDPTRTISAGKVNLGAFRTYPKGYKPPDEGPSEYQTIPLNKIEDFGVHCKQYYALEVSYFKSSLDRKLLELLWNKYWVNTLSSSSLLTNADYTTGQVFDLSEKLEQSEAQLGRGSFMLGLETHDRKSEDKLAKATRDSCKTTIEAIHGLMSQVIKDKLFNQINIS
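Material: purified human Csn5 enzyme expressed in HEK293T cells / Medium: Tris buffer pH 7.5, NaCl, DTT, Tween-20, trehalose, ovalbumin / Compound dosing: 12.5 µM single point / Schedule: 90 min incubation of compound, enzyme and substrate at room temperature / Signal: fluorescence polarization of the substrate / Control set: no-enzyme wells high, enzyme-with-substrate wells low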
FAS TE block: FAS thioesterase (human) inhibition. P49327. recombinant FAS-TE, OMFH fluorogenic substrate, fluorescence endpoint. inhibition, % at 15 µM. 0.67% of 360,000 active. AID 602261;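 active means compounds whose normalised, plate-corrected inhibition of enzyme fluorescence in the single-dose primary screen is 50% or more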;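 further: 0% = DMSO with enzyme and 100% = substrate without enzyme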
* marks the source's active call; other numbers are inactive results; i = inactive; . = not tested or not shown.

SMILES	Rin1 Abl inh	PABP1 MLLE inh	eLon inh	Neddylation inh	MsrA inhibitor	TbMetRS inhib	MsrA act	CSN deneddyl inh	FAS TE block
CC1=CC(C)(C)N2C(=O)C(=Nc3ccc(O)cc3)c3cccc1c32	-8	2	-2	i	0.0	0.2	-6	-1	0
Nc1nc(N)c2c(n1)CN(Cc1ccc(Cl)cc1)C2	2	-46	-22	i	0.7	1.0	-2	7	-9
O=C(N/N=C\c1ccc(CN(Cc2ccc(Cl)cc2)S(=O)(=O)c2ccccc2)o1)C(=O)Nc1ccc(F)cc1	-1	-2	-3	i	-0.2	-0.8	-2	0	27
O=C1CCC(C(=O)N2CCN(c3ccc(F)cc3)CC2)CN1CC1CCCCC1 (stereo not drawn)	-3	6	-5	i	-0.2	-0.1	-3	-4	-4
CCN(CC)CCn1c2ccccc2c2cnc(N)c(C#N)c21	-3	-11	13	.	1.5	-0.7	-6	-4	0
Cc1ccc(OCCn2c(C3CC(=O)N(Cc4ccccc4)C3)nc3ccccc32)cc1 (stereo not drawn)	-2	-10	0	i	0.9	-0.3	-4	-3	19
CN1CCN(S(=O)(=O)c2ccc(N(C)Cc3cccs3)nc2)CC1	0	-11	1	i	-0.2	-1.5	1	0	1
OC(CNCc1ccc(Cl)cc1)(c1ccccc1)c1ccc(F)cc1 (stereo not drawn)	2	11	-4	i	0.5	0.2	-2	-6	19
COc1cc(C=NCC2OCCc3ccccc32)cc(OC)c1 (stereo not drawn)	2	-14	-3	i	0.4	-0.7	-4	1	-13
COC(=O)c1ccccc1NN=Nc1ccccc1[N+](=O)[O-]	-5	11	-5	i	1.8	0.2	-2	5	2
CCC(C)NC(=O)c1nn(Cc2ccccc2)c(=O)c2ccccc12 (stereo not drawn)	-1	-8	-2	i	-0.6	-0.5	0	0	3
Cc1cccc(NC(=O)c2cc(-c3c(C)cc(C)cc3O)n[nH]2)c1	0	-1	-1	i	0.8	0.7	1	5	-5
COc1ccc(CCNC(=O)CCN2C(=O)C3CC=CCC3C2=O)cc1OC (stereo not drawn)	-3	-1	4	i	-0.7	1.3	-3	5	-6
O=S(=O)(NCc1ccc(Cl)cc1Cl)c1cccs1	1	0	-2	i	-1.0	19*	-2	-5	8
Cc1cccc(N(CC(=O)NC2CCCCC2)C(=O)CCCC(=O)Nc2ccccn2)c1C	4	19	2	i	-0.4	-1.0	-2	-2	2
O=C(c1cc2c(s1)CCC2)N1CCN(c2ccccc2)CC1	-1	-1	-3	i	0.0	-1.3	-2	7	0
COc1ccc(NS(=O)(=O)c2cccc(C(=O)N(C)CC(=O)Nc3ccc(C)cc3)c2)cc1	-2	-10	-18	i	3.0	-0.5	-1	-6	7
N#Cc1ncc(C(F)(F)F)cc1Sc1ccc(N)cc1	2	-2	2	i	0.8	-0.2	-6	1	6
Cc1nnc(-c2ccccc2)nc1N1CCOCC1	-2	4	-5	i	1.5	-0.3	-2	-1	-4
OCCCCNCc1ccc(OCc2ccc(Cl)cc2)cc1	3	-9	3	i	1.0	-0.3	-8	-1	-10
CCc1cccc(CC)c1-n1c(SCc2cc(=O)n3ccsc3n2)nnc1-c1cccnc1	3	-13	-7	i	1.2	-1.0	-13	3	-1
CCN(CC(=O)NC(=O)NC1CCCCC1)Cc1nc2ccccc2c(=O)[nH]1	0	3	2	i	-0.1	-0.7	-6	1	5
COc1cc(-c2cnc3c(NC=O)cc(-c4ccc(N5CCN(C)CC5)cc4)cn23)cc(OC)c1OC	-6	-69	-38	i	0.4	-0.2	-7	7	-4
CC(=O)Nc1cccc(NC(=O)CSc2ncc(-c3ccc(Cl)cc3)n2Cc2ccco2)c1	-1	-15	1	i	0.5	0.1	-3	-1	15
CC(C)(Oc1ccc(Cl)cc1)C(=O)N(Cc1ccccc1)c1ccccn1	-4	-2	-9	i	1.7	-1.1	-4	-2	27
CCCc1ccc(S(=O)(=O)NCCc2ccncc2)cc1	-3	1	-8	i	-1.2	-0.2	-1	-1	0
O=C(CSc1nnc(-c2ccco2)o1)NC(=O)C1COc2ccccc2O1 (stereo not drawn)	2	6	7	i	0.4	-1.1	-12	-5	-6
CCOc1ccccc1N1CSC2=C(C#N)C(c3c(OC)ccc4ccccc34)CC(=O)N2C1 (stereo not drawn)	-1	-47	0	i	1.3	-0.4	-6	12	2
CSCCNC(=O)c1cccc(Cl)c1	0	2	-8	i	1.2	-0.1	-6	1	-11
CC1CCCC(C)N1/N=C/c1cccc([N+](=O)[O-])c1 (stereo not drawn)	1	1	-19	i	-0.1	0.1	-1	0	5
CC(NC1CCN(Cc2ccccc2)CC1)c1ccc(F)cc1 (stereo not drawn)	2	12	-15	i	-0.2	-0.3	-5	1	-3
C=CCN1C(=O)CN=C1Nc1cc(C)cc(C)c1	0	-14	6	i	-0.1	-0.5	-3	-6	-11
COc1ccc(N(CC(=O)NCc2ccco2)C(=O)CCC(=O)Nc2nccs2)cc1	3	12	2	i	-0.8	0.2	-3	-2	-4
Cc1ccc(C(=O)NCC(=O)OC2CCCCC2=O)cc1C (stereo not drawn)	1	6	6	i	0.3	-0.1	0	3	-6
CC(C)C[C@H](NC(=O)c1nc[nH]c1C(=O)N1CCc2ccccc2C1)C(=O)OC(C)(C)C	4	-7	0	i	-1.7	0.3	1	2	11
CN(C)CC(C)(C)CNS(=O)(=O)c1ccc(OC(F)(F)F)cc1	-2	10	7	i	-0.4	0.3	-2	1	-7
CC(C)[C@@H]1Cc2[nH]c(=O)[nH]c(=O)c2[C@H](c2ccc(F)cc2)O1	.	.	-3	i	-1.5	-0.7	-2	-7	-6
CCOC(=O)Cn1nnnc1CN1CCN(c2ccc(OC)cc2)CC1	-2	3	-4	i	-0.9	0.3	-2	3	-6
CCc1ccc(NC(=O)CSc2nncn2-c2cccnc2)cc1	5	-2	-14	i	-0.8	-0.6	-1	3	-1
Cc1ccc(C)c(NC(=O)Cn2nc(-c3ccccc3)nc2-c2ccccc2)c1	0	6	13	i	-0.3	-1.8	4	2	-5
CC(C)c1ccc(NC(=O)CSc2nc3ncccc3[nH]2)cc1	-4	-32	4	i	0.3	1.0	-1	2	3
CC1=C(n2nnc3ccccc32)C(c2ccccc2)C(C#N)=C(N)O1 (stereo not drawn)	2	-5	-10	i	0.7	-0.5	-3	-2	-2
Cc1ccc(S(=O)(=O)/N=C2\C=C(NS(=O)(=O)c3ccccc3)C(=O)c3ccccc32)cc1	1	6	16	i	0.9	-0.5	-5	4	7
CN(C(=O)c1ccc(NC(=O)C2CCN(C(=O)OC(C)(C)C)CC2)cc1)C1CC1	7	8	14	i	-1.4	-0.2	-3	-1	-19
CC(=O)N1c2ccccc2Sc2ccc3ccccc3c21	-1	9	-9	i	0.5	-0.1	9.2*	0	4
O=C(Nc1ccc(N2CCCC2)c(Cl)c1)c1ccc([N+](=O)[O-])o1	-8	13	2	i	0.3	-0.7	-4	-3	14
CCn1cc(S(=O)(=O)Nc2ncccn2)cn1	-1	12	2	i	-1.0	-0.3	-8	2	-2
CC(C)(C)c1ccc(S(=O)(=O)N2CCN(CC(O)CN3CCOCC3)CC2)cc1 (stereo not drawn)	2	5	-7	i	0.4	-0.5	-7	0	-11
Cc1cc(O)c(C(=O)/C=C/c2ccc(C(C)C)cc2)c(=O)o1	4	-18	-12	i	0.5	1.4	-2	11	-10
O=C(COC(=O)c1ccc(O)cc1)Nc1ccc(N2CCCCC2)cc1	-2	-3	2	i	-0.7	-0.4	-1	3	-6
Cc1cccc(C)c1NCC(=O)N1CCN(Cc2ccccc2)CC1	-2	-45	-3	i	-0.7	0.7	3	-3	-4
Cc1cnc(C(=O)OCC(=O)c2ccc(Cl)cc2)cn1	1	-6	-4	i	0.5	0.7	-2	0	-2
O=C(Cc1ccccc1F)Nc1cc(S(=O)(=O)N2CCOCC2)ccc1N1CCCC1	2	-21	-4	i	0.4	1.7	-13	-2	-3
CC1(C(=O)NS(=O)(=O)c2ccc(F)cc2F)CCN1C(=O)Cc1ccccc1 (stereo not drawn)	-3	9	-1	i	0.0	0.3	-2	-3	-6
COc1ccc(CCc2ccnc3ccccc23)cc1	3	-5	-12	i	-0.7	-0.1	-1	-4	4
COc1ccc(OC)c(S(=O)(=O)Nc2ccccc2O)c1	-2	-7	-7	i	0.4	1.9	1	1	2
CCOC(=O)N1CCc2c(sc3c2C(=O)NC(c2ccccc2)N3)C1 (stereo not drawn)	2	7	-11	.	.	0.0	1	5	-8
COc1cc(C(=O)Nc2ccc(S(=O)(=O)Nc3nccc(C)n3)cc2)c([N+](=O)[O-])cc1OC	1	15	-1	i	0.1	0.0	-1	0	-3
CCc1ccc2ncc(S(=O)(=O)c3ccc(C)c(C)c3)c(N3CCCC3)c2c1	-2	-3	-1	i	0.9	0.7	-1	3	34
Nc1ncnc2c1ncn2[C@@H]1O[C@H](CNC(=O)[C@H](N)Cc2cccnc2)[C@@H](O)[C@H]1O	8	-7	0	i	-1.1	-0.8	-4	0	-8

Continuation:
SMILES	Rin1 Abl inh	PABP1 MLLE inh	eLon inh	Neddylation inh	MsrA inhibitor	TbMetRS inhib	MsrA act	CSN deneddyl inh	FAS TE block
COc1ccc(Cl)cc1S(=O)(=O)N1CCC(C(=O)NCc2ccco2)CC1	3	13	-8	i	-0.1	-0.3	-3	-1	-3
COc1ccc(S(=O)(=O)N2CCCCC2)cc1NS(=O)(=O)c1ccccc1F	4	-2	13	i	-1.3	-1.4	-12	0	-1
CCCCCN(C(=O)CCC(=O)OCC(=O)c1ccc(F)c(F)c1)c1c(N)n(CCCC)c(=O)[nH]c1=O	2	13	4	i	-1.1	-0.1	0	-1	16
Cn1cnc(S(=O)(=O)Nc2cc(-c3ccc(Cl)cc3)nn2C)c1	2	-15	0	i	0.0	-0.4	-2	-5	-5
CC(C)C1C(=O)N(Cc2cn(CCC3OCCO3)nn2)CCS(=O)(=O)N1Cc1ccc(-c2ccc(F)cc2)cc1 (stereo not drawn)	-3	6	-1	i	-1.1	-1.1	-4	-5	10
O=C(CN(C1CCCCC1)S(=O)(=O)c1ccc(F)cc1)NCc1ccncc1	-2	11	-9	i	0.0	-1.0	-8	0	-8
CC(C)/C=N/NC(=O)c1cc(Br)ccc1O	-1	8	3	i	1.3	-0.5	-7	-10	-8
CCN(CC)C(=O)c1ccc2nc([C@@H]3O[C@H](CO)[C@H](O)[C@H](O)[C@H]3O)[nH]c2c1	2	-11	7	i	-0.3	-0.2	-2	-7	-6
Cc1ccc(NC2=C(Cl)C(=O)N(C3CCCCC3)C2=O)cc1	-1	3	6	i	-0.1	0.0	-3	5	-8
O=C(Nc1cc2c3c(c1)CC(=O)N3CCC2)c1ccc(F)cc1	0	-8	-21	i	-1.6	-0.3	-1	0	-5
CC(=O)N1CCC(=NNS(=O)(=O)c2ccc(C)c([N+](=O)[O-])c2)CC1	-1	13	3	i	0.1	0.0	-2	0	-6

With a hit mark in TbMetRS inhib, of those listed so far:
Structure | Rin1 Abl inh | PABP1 MLLE inh | eLon inh | Neddylation inh | MsrA inhibitor | TbMetRS inhib | MsrA act | CSN deneddyl inh
O=S(=O)(NCc1ccc(Cl)cc1Cl)c1cccs1 | 1 | 0 | -2 | i | -1.0 | 19* | -2 | -5
